Screens from PubChem BioAssay.
TRPC4 act – TRPC4 (mouse) channel activation; Q9QUQ5; HEK293 TRPC4beta/mu-opioid, Fluo4 calcium fluorescence; hits give high values; B-score at 10 µM; 310,000 compounds, 0.49% hits; AID 2237;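 active = B-score above 5 SD of library B-scores, and initial fluorescence ratio not above library mean plus 5 SD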;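 also: positive B-score marks a calcium rise read as TRPC4 activation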
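System – HEK293 cells stably co-expressing mouse TRPC4beta and mu-opioid receptor · Signal – Fluo4 calcium-sensitive dye fluorescence, kinetic, 1 Hz baseline · Benchmarks – buffer (low) and maximal DAMGO (high) · Read-out – B score of integrated fluorescence ratio per well · Incubation – dye loading 45 min room temperature, 110 s kinetic read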
MrgX1 ag – activates human MrgX1 receptor signaling | MrgX1-HEK293 cells, Fluo-4 calcium fluorescence, agonist mode; hits give high values | 310,000 compounds, 0.44% hits | B-score at 10 µM;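 active = calcium response B-score plate-corrected fluorescence ratio at least 3 library SD, with starting fluorescence B-score inside 5 SD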
Target sequence (Q96LB2 whole entry, looked up): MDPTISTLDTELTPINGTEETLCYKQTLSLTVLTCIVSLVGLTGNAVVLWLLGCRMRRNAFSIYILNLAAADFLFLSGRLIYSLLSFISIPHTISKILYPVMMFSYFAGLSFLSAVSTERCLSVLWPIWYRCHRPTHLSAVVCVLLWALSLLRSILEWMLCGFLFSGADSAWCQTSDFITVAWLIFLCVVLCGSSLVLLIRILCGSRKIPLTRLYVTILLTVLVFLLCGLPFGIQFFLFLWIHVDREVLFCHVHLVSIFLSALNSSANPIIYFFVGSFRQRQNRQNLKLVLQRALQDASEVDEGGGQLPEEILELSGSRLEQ
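Assay system: MrgX1-expressing HEK293 cells / Amount: fifteen thousand cells per well / Doses: test compound in the initial addition of three / Timing: cells plated overnight, dye loaded 0.5 h 37 °C, 0.5 h room temperature / Technique: kinetic calcium dye fluorescence, Fluo-4 NW / Control set: positive and negative controls per plate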
SKKanGAS inh – inhibitors of SKKanGAS S. pyogenes growth in kanamycin (SK-promoter or general growth effect). 300,000 compounds, 1.3% hits. inhibition, % at 7.5 µM. AID 1662. BacTiter-Glo, 6 h;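 active = mean replicate score, as percent of positive control median, at least 50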;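 also: strain carries kanamycin resistance gene driven by streptokinase promoter and grows in 40 µg/ml kanamycin; loss of luminescence reflects streptokinase promoter inhibition or plain growth inhibition; 0% = median of DMSO wells and 100% = positive control at its reference dose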
ANO1 activ – activators or potentiators of mouse TMEM16A chloride channel. Q8BHY3. HEK293 TMEM16A/YFP-H148Q/I152L, iodide quench fluorescence; hits give low values. B-score at 10 µM. 340,000 compounds, 0.3% hits;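 active = fluorescence-ratio B-score plate-corrected deviation score at least 3 library SD below zero, with starting fluorescence score within 5 deviations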;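 also: channel opened by trigger with iodide after compound preincubation; score built on the fluorescence ratio of max minus min over baseline; more negative score means more quench and so TMEM16A activation or potentiation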
MrgX1 allo act – allosterically activates human MrgX1 receptor signaling; B-score at 10 µM; MrgX1-HEK293, Fluo-4 calcium flux, FDSS; hits give high values; Q96LB2; 310,000 compounds, 0.63% hits;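 active = plate-corrected calcium response at least 3 library SD above typical, normal starting fluorescence, not activating the receptor alone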;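 also: compound read alongside a low EC10 to EC30 dose of BAM8-22 agonist; peak minus trough fluorescence over baseline measured at the second addition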
TRPC4 inh – blocks the mouse TRPC4 cation channel. Q9QUQ5. HEK293 TRPC4beta/mu-opioid, DAMGO-evoked Fluo4 calcium flux; hits give low values. B-score at 10 µM. 300,000 compounds, 0.39% hits;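 active = B-score over 3 SD under the library average, no early fluorescence shift, positive overall ratio signal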
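System: stable TRPC4beta/mu-opioid receptor HEK293 cells; Dosing: single-point compound dosing; Measured by: Fluo4 Ca2+ flux fluorescence; Read-out basis: per-well B score of integrated baseline-normalized Fluo4 ratio.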
TRPC4 PAM – allosterically enhances the mouse TRPC4 cation channel; HEK293 TRPC4beta/mu-opioid, DAMGO EC20, Fluo-4 Ca2+ flux; hits give high values; B-score at 10 µM; 310,000 compounds, 0.42% hits; AID 2227;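 active = B-score of calcium response area above 5 SD of library B-scores, with initial fluorescence ratio within 5 SD of library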;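 also: B-score of integrated fluorescence ratio over time as area under calcium response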
TRPC6 inhibitor – blocks the mouse TRPC6 cation channel; Q61143; B-score at 10 µM; HEK293-TRPC6, membrane potential dye, ACh-evoked depolarization; hits give low values; 310,000 compounds, 1.1% hits;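 active = B-score under library mean minus 3 SD, initial fluorescence not abnormally high, positive integrated signal ratio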;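 also: B-score derived from integrated fluorescence ratio over the kinetic read; more negative B-score means stronger inhibition of depolarization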
MrgX1 antag – human MrgX1 receptor antagonism, primary screen | 310,000 compounds, 1.3% hits | MRGX1-HEK293 calcium flux, Fluo-4, BAM8-22 antagonism; hits give low values | AID 588676 | B-score at 10 µM;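 active = calcium-response B-score plate-corrected more than 3 library SD below zero, starting fluorescence within 5 deviations, no agonist response on first addition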;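 also: peak minus trough fluorescence over baseline after final BAM8-22 challenge near maximal dose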
TMEM16A inh – blocks the mouse calcium-activated chloride channel TMEM16A. Q8BHY3. HEK293 TMEM16A/YFP iodide influx fluorescence, ionomycin. normalized B-score (activity score, 25-100; higher = stronger inhibition) at 10 µM. 310,000 compounds, 1.2% hits;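 active = ratio plate-corrected score three or more library SD toward inhibition, starting fluorescence score within five deviations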;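 also: score derived from kinetic fluorescence span divided by baseline fluorescence per well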
TRPC6 act – mouse TRPC6 channel activation | HEK293-TRPC6 membrane potential dye fluorescence; hits give high values | B-score at 10 µM | 310,000 compounds, 0.13% hits | AID 2550;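 active = B-score of the integrated fluorescence ratio above library mean plus 3 SD, and starting fluorescence ratio within library mean plus 5 SD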;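 also: higher score means more depolarization so channel activation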
An asterisk follows results filed as active; i = inactive; · = not tested or not shown.

SMILES | TRPC4 act | MrgX1 ag | SKKanGAS inh | ANO1 activ | MrgX1 allo act | TRPC4 inh | TRPC4 PAM | TRPC6 inhibitor | MrgX1 antag | TMEM16A inh | TRPC6 act
Cn1c(NC(=O)Cc2ccc(F)cc2)cc(=O)n(C)c1=O | i | i | 0 | i | i | i | i | i | i | i | i
Cc1nn(-c2ccccc2)c(C)c1C(=O)NCc1cccs1 | i | i | 0 | i | i | i | i | i | i | i | i
COC(=O)c1cccc(NS(=O)(=O)c2ccc(OC)c(C(=O)N3CCOCC3)c2)c1C | i | i | 7 | i | i | i | i | i | i | i | i
Cc1ccc(C(=O)NCCc2nnc3ccc(SCC(=O)N4CCCC4)nn23)cc1 | i | i | 4 | i | i | i | i | i | i | i | i
Fc1ccc(C2CCCN2Cc2nc(-c3cnccn3)no2)cc1 (stereo unspecified) | i | i | 0 | i | i | i | i | i | i | i | i
O=C(COC(=O)CCc1nc2ccccc2s1)Nc1ccc(Cl)cn1 | i | i | -9 | i | i | i | i | i | i | i | i
CN(CC(=O)Nn1cnnc1)S(=O)(=O)c1ccc(Br)cc1 | i | i | 1 | i | i | i | i | i | i | i | i
O=C(O)Cc1ccc(NC(=O)CCN2C(=O)c3ccc([N+](=O)[O-])cc3C2=O)cc1 | i | · | -8 | -6.3* | · | i | i | i | · | · | i
COc1ccccc1N(Cc1ccccc1)S(=O)(=O)c1cc(C(=O)O)ccc1Cl | i | i | 0 | i | i | i | i | i | i | i | i
CCCc1c(C)[nH]c2ccc(C(=O)O)cc2c1=S | i | · | -18 | i | · | i | i | i | · | · | i
Cc1ccc(C(=O)N2CCN(c3ncc(C(F)(F)F)cc3Cl)CC2)s1 | i | i | 1 | i | i | i | i | i | i | i | i
Cn1c(COc2ccc(Cl)cc2)nnc1SCC(=O)NC1CCCC1 | i | i | -2 | i | i | i | i | i | i | i | i
CCCNC(=O)CCCN1C(=O)c2ccccc2Sc2ncccc21 | i | i | -3 | i | i | i | i | i | i | i | i
O=C(NCCN1C(=O)S/C(=C\c2cccs2)C1=O)c1ccc(=O)[nH]c1 | i | i | -4 | · | i | i | i | i | i | i | i
CC[n+]1c(/C=C/c2ccc(N(C)C)cc2)ccc2ccccc21 | i | i | 22 | i | i | i | i | i | i | i | i
CC1CN(c2snnc2C=C2C(=O)OC(C)(C)OC2=O)CC(C)O1 (stereo unspecified) | i | i | 7 | i | i | i | i | i | i | i | i
Cc1ccccc1NC(=O)C(C)c1cccc(C(=O)c2ccccc2)c1 (stereo unspecified) | i | i | 0 | i | i | i | i | i | i | i | i
Cc1ccc(NC(=O)c2cc(F)c(F)cc2Cl)nc1 | i | i | -4 | i | i | i | i | i | i | i | i
O=S(=O)(CCSc1nc2ccccc2o1)Cc1ccccc1 | i | i | 2 | i | i | i | i | i | i | i | i
Cc1ccc(C(=O)c2cn(-c3ccc(F)c(Cl)c3)nn2)cc1 | i | i | 6 | i | i | i | i | i | i | i | i
CC#CCN1c2ccccc2[C@]23C[C@@H](C(=O)OC)N(C(=O)OCC)C2=NC(C(=O)OC)=C(C(=O)OC)[C@H]13 | i | i | 0 | i | i | · | i | i | i | i | i
O=C(Nc1ccccc1)c1ccc[nH]1 | i | i | 3 | i | i | i | i | i | i | i | i
Cc1cc(NC(=O)CC(C)C)c(=O)n(Cc2cccc(F)c2)c1 | i | i | 4 | i | i | i | i | i | i | i | i
Cc1cccc(C(C)n2nnc3ccccc32)c1O (stereo unspecified) | i | i | -1 | i | i | i | i | i | i | i | i
O=S(=O)(c1ccccc1)N1CCc2ccccc21 | i | i | 8 | i | i | i | i | i | i | i | i
CCOC(=O)Cc1c(Cl)c2ccccc2[nH]c1=O | i | i | -1 | i | i | i | i | i | i | i | i
Cc1cc(=O)[nH]c(N/N=C/c2ccc3c(c2)OCCO3)n1 | i | i | 1 | i | i | i | i | i | i | i | i
CCCCN1C(=O)CCC(C(=O)O)C1c1ccc(OC)cc1 (stereo unspecified) | i | i | 0 | i | i | i | i | i | i | i | i
COc1cc(SC)ccc1C(=O)Nc1ccc(OCC(=O)N2CCOCC2)cc1 | i | · | -2 | i | · | i | i | i | · | · | i
COC(=O)Cc1cc(=O)[nH]c(/N=C(\N)Nc2ccc(C)cc2C)n1 | i | i | 2 | i | i | i | i | i | i | i | i
O=C(Nc1nc2ccc(Cl)cc2s1)c1ccc(Br)o1 | i | i | 10 | i | i | i | i | i | i | i | i
CC(NC(=O)Nc1ccc(Cl)cc1)C(c1cccs1)N1CCOCC1 (stereo unspecified) | i | i | 4 | i | i | i | i | i | i | i | i
O=C(COc1coc(CN2CCN(c3ccccc3F)CC2)cc1=O)NC1CCCC1 | i | i | -12 | i | i | i | i | i | i | i | i
CC(C)CCN1CC(=O)N2[C@@H](Cc3c([nH]c4ccccc34)C2(C)C)C1=O | i | i | 8 | i | i | i | i | i | i | i | i
O=C(c1ccccc1F)N1CCN(Cc2cccc(Cl)c2)CC1 | i | i | 7 | i | i | i | i | i | i | i | i
COc1cccc2sc(NN)nc12 | i | i | 5 | i | i | i | i | i | i | i | i
Cc1cc(OCC(=O)N2CCN(c3cccc(Cl)c3)CC2)c2c(C)c(C)c(=O)oc2c1 | i | i | 0 | i | i | i | i | i | i | i | i
Cc1cccc(NC(=O)CCN2CCC(C(N)=O)CC2)c1 | i | i | 0 | i | i | i | i | i | i | i | i
CCOC(=O)NC(NCCc1ccccc1)(C(F)(F)F)C(F)(F)F | i | i | 0 | i | i | i | i | i | i | i | i
C/C(=N\NC(=O)c1cc(C)oc1C)c1ccc2c(c1)OCO2 | i | i | -3 | i | i | i | i | i | i | i | i
COc1ccccc1-c1ccc(Nc2ccc(C(=O)N3CCOCC3)cc2)nn1 | i | i | · | i | i | i | i | i | i | i | i
O=C(Nc1nccs1)c1cc(S(=O)(=O)N2CCCCC2)ccc1Cl | i | i | 0 | i | i | i | i | i | i | i | i
O=C(Nc1ccc(Br)cc1)c1ccccc1CC[N+](=O)[O-] | i | i | 0 | i | i | i | i | i | i | i | i
CC[C@H]1OC(=O)[C@H](C)[C@@H](O[C@H]2C[C@@](C)(OC)[C@@H](O)[C@H](C)O2)[C@H](C)[C@@H](O[C@@H]2O[C@H](C)C[C@H](N(C)C)[C@H]2O)[C@](C)(O)C[C@@H](C)C(=O)[C@H](C)[C@@H](O)[C@]1(C)O | i | i | 102* | i | i | i | i | i | i | i | i
O=C(NC1CCc2ccccc21)c1cc(COc2ccc(F)cc2Cl)on1 (stereo unspecified) | i | i | -6 | i | i | i | i | i | i | i | i
c1ccc(OCc2nnnn2-c2ccccc2)cc1 | i | i | -4 | i | i | i | i | i | i | i | i
OCCCN1CCN(CCCOc2ccccc2-c2ccccc2)CC1 | i | i | 8 | i | i | i | i | i | i | i | i
O=S(=O)(Nc1cc(C(F)(F)F)ccc1N1CCOCC1)c1ccccc1 | i | i | 0 | i | i | i | i | i | i | i | i
O=C1CCCC2=C1C(c1ccco1)Nc1ccc3ccccc3c12 (stereo unspecified) | i | i | -5 | i | i | i | i | i | i | i | i
O=C(c1ccc(F)cc1)N(Cc1ccccc1)C1CCS(=O)(=O)C1 (stereo unspecified) | i | i | 2 | i | i | i | i | i | i | i | i
O=C(Nc1nc2c(Cl)ccc(Cl)c2s1)C1CC1 | i | i | 6 | i | i | i | i | i | i | i | i
S=c1[nH]nc(COc2ccccc2)n1/N=C/C=C/c1ccco1 | i | i | -13 | i | i | i | i | i | i | i | i
Oc1ccc(/C=N/NC(=S)NC2CC3CCC2C3)cc1 (stereo unspecified) | i | i | -2 | i | i | i | i | i | i | i | i
CN(C)c1ccc(C(CNS(=O)(=O)c2cccc([N+](=O)[O-])c2)N2CCOCC2)cc1 (stereo unspecified) | i | i | -1 | i | i | i | i | i | i | i | i
CCn1c(CC(=O)Nc2ccccc2C)nnc1SCC(=O)Nc1nncs1 | i | i | 6 | i | i | i | i | i | i | i | i
CC(=O)N1CCOc2ccc(S(=O)(=O)N3CCN(c4cc(C)ccc4C)CC3)cc21 | i | i | 5 | i | i | i | i | i | i | i | i
CCOc1cc(-c2c(C#N)c(N)nc3c2CCc2ccccc2-3)ccc1O | i | i | 4 | i | i | i | i | i | i | i | i
O=C(CSc1nnc(-c2ccco2)n1Cc1ccccc1)c1ccc(F)cc1 | i | i | -7 | i | i | i | i | i | i | i | i
CCOC(=O)/C=c1\s/c(=C(\C#N)C(=O)NC)n(-c2ccccc2)c1=O | i | i | -13 | i | i | i | i | i | i | i | i
COc1cccc(CC(NC(C)=O)C(=O)NC2CCN(S(=O)(=O)c3ccc4ccccc4c3)CC2)c1 (stereo unspecified) | i | i | 1 | i | i | i | i | i | i | i | i

(list continues)
SMILES | TRPC4 act | MrgX1 ag | SKKanGAS inh | ANO1 activ | MrgX1 allo act | TRPC4 inh | TRPC4 PAM | TRPC6 inhibitor | MrgX1 antag | TMEM16A inh | TRPC6 act
COc1ccc(OCc2nnc(SCC(=O)N3c4ccccc4Sc4ccc(Cl)cc43)o2)cc1 | i | i | -3 | i | i | i | i | i | i | i | i
CCOC(=O)c1c(O)cc(C)[nH]c1=O | i | i | -2 | i | i | i | i | i | i | i | i
COC(=O)c1ccc(C2C(C#N)=C(N)Oc3cc(C)n(C)c(=O)c32)cc1 (stereo unspecified) | i | i | -5 | i | i | i | i | i | i | i | i
CCOC(=O)C1CCCCN1C(=O)c1oc2c(Cl)cc(C)cc2c1C (stereo unspecified) | i | i | 37 | i | i | i | i | i | i | i | i
COc1ccc(-c2cc(C(=O)Nc3ccccc3)on2)cc1 | i | i | 1 | i | i | i | i | i | i | i | i
Clc1cc(Sc2ccc(Br)cc2)nnc1-c1ccccc1 | i | i | 28 | i | i | i | i | i | i | i | i

Random excerpt: two records from the list, in no set order.
SMILES | TRPC4 act | MrgX1 ag | SKKanGAS inh | ANO1 activ | MrgX1 allo act | TRPC4 inh | TRPC4 PAM | TRPC6 inhibitor | MrgX1 antag | TMEM16A inh | TRPC6 act
CCOC(=O)c1c(O)cc(C)[nH]c1=O | i | i | -2 | i | i | i | i | i | i | i | i
Cc1cc(NC(=O)CC(C)C)c(=O)n(Cc2cccc(F)c2)c1 | i | i | 4 | i | i | i | i | i | i | i | i
